# Source: PubChem
# HIF activator: HIF pathway transcriptional activation. U2OS HRE-luciferase reporter, luminescence; normalized: DMSO 0%, desferrioxamine 100%. activation, % at 7.5 µM (by protocol). 300,000 tested, 0.32% active;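 active = mean activation of at least 10% of the iron chelator positive control signal, with at least half of replicates also reaching 10%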
# TRPC6 inhibitor: blocks the mouse TRPC6 cation channel. 310,000 tested, 1.1% active. Q61143. AID 2553. HEK293-TRPC6, membrane potential dye, ACh-evoked depolarization; active compounds read low. B-score at 10 µM;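 active = B-score under library mean minus 3 SD, initial fluorescence not abnormally high, positive integrated signal ratio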;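 note: B-score derived from integrated fluorescence ratio over the kinetic read; more negative B-score means stronger inhibition of depolarization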
# PolyA inh: inhibitors of polyadenylation in S. cerevisiae; S. cerevisiae SKY197-pL101 polyadenylation reporter, beta-gal luminescence; efflux-impaired pdr1/pdr3 knockout yeast; score 100 = 6 SD above DMSO; calls only at 12 µM; 300,000 tested, 0.02% active; AID 1875;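 active = lowest replicate activity score at least 50, where 100 means six control SD above control mean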;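 note: yeast exposed to compound for 9 h at 30 °C; higher score means more reporter readthrough which indicates perturbed polyadenylation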
# AI-2 QS modul: modulators of Vibrio harveyi AI-2 quorum sensing system; Vibrio harveyi JMH597 AI-2 luminescence/OD600 ratio, 9 h; active compounds read low; strain lacks LuxN and CqsS sensors; 0 = neutral-control median; activity change, % at 7.5 µM; 300,000 tested, 0.4% active; AID 2094; in the data active = activity change below about -75%, passing the limit was not always enough;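 note: luminescence divided by OD600 gain over 9 h not by final OD600 alone; inactives centre near 13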
# TRPC6 act: activates the mouse TRPC6 cation channel; Q61143; HEK293-TRPC6 membrane potential dye fluorescence; active compounds read high; B-score at 10 µM; 310,000 tested, 0.13% active;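 active = B-score of the integrated fluorescence ratio above library mean plus 3 SD, and starting fluorescence ratio within library mean plus 5 SD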;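 note: higher score means more depolarization so channel activation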
# MrgX1 antagonist: human MrgX1 receptor antagonism, primary screen; Q96LB2; MRGX1-HEK293 calcium flux, Fluo-4, BAM8-22 antagonism; active compounds read low; 310,000 tested, 1.3% active; B-score at 10 µM;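 active = calcium-response B-score plate-corrected more than 3 library SD below zero, starting fluorescence within 5 deviations, no agonist response on first addition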;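 note: peak minus trough fluorescence over baseline after final BAM8-22 challenge near maximal dose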
# Target sequence (Q96LB2 whole entry, looked up): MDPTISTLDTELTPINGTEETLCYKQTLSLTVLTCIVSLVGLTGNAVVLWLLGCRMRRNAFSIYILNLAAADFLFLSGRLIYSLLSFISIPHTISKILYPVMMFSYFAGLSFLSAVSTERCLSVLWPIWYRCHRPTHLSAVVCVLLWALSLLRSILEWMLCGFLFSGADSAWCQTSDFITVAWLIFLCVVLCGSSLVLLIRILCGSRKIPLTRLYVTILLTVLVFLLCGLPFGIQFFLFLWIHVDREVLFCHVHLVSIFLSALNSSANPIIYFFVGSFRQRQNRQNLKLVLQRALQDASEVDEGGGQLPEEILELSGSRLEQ
# MrgX1 ag: human MrgX1 receptor agonism, primary screen; B-score at 10 µM; MrgX1-HEK293 cells, Fluo-4 calcium fluorescence, agonist mode; active compounds read high; 310,000 tested, 0.44% active; Q96LB2;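 active = calcium response B-score plate-corrected fluorescence ratio at least 3 library SD, with starting fluorescence B-score inside 5 SD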
#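 Assay system: MrgX1-expressing HEK293 cells / Amount: fifteen thousand cells per well / Doses: test compound in the initial addition of three / Timing: cells plated overnight, dye loaded 0.5 h 37 °C, 0.5 h room temperature / Technique: kinetic calcium dye fluorescence, Fluo-4 NW / Control set: positive and negative controls per plate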
# MrgX1 allo act: allosterically activates human MrgX1 receptor signaling; Q96LB2; MrgX1-HEK293, Fluo-4 calcium flux, FDSS; active compounds read high; B-score at 10 µM; 310,000 tested, 0.63% active;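 active = plate-corrected calcium response at least 3 library SD above typical, normal starting fluorescence, not activating the receptor alone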;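 note: compound read alongside a low EC10 to EC30 dose of BAM8-22 agonist; peak minus trough fluorescence over baseline measured at the second addition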
# TRPC4 block: blocks the mouse TRPC4 cation channel; Q9QUQ5; HEK293 TRPC4beta/mu-opioid, DAMGO-evoked Fluo4 calcium flux; active compounds read low; B-score at 10 µM; 300,000 tested, 0.39% active; AID 2247;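 active = B-score over 3 SD under the library average, no early fluorescence shift, positive overall ratio signal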
#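 Material: HEK293 cells with stable TRPC4beta plus mu-opioid receptor expression; probe or stimulus: DAMGO in two steps, submaximal then maximal; technique: Fluo4 calcium fluorescence by kinetic imaging, 5 s 1 Hz baseline; measure: integrated fluorescence ratio relative to baseline, converted to per-well B score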
# TRPC4 PAM: TRPC4 (mouse) allosteric potentiation; Q9QUQ5; 310,000 tested, 0.42% active; HEK293 TRPC4beta/mu-opioid, DAMGO EC20, Fluo-4 Ca2+ flux; active compounds read high; B-score at 10 µM;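 active = B-score of calcium response area above 5 SD of library B-scores, with initial fluorescence ratio within 5 SD of library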;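 note: B-score of integrated fluorescence ratio over time as area under calcium response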
# TRPC4 act: opens the mouse TRPC4 cation channel; HEK293 TRPC4beta/mu-opioid, Fluo4 calcium fluorescence; active compounds read high; B-score at 10 µM; 310,000 tested, 0.49% active; Q9QUQ5;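 active = B-score above 5 SD of library B-scores, and initial fluorescence ratio not above library mean plus 5 SD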;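 note: positive B-score marks a calcium rise read as TRPC4 activation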
#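 Material: TRPC4beta and mu-opioid receptor HEK293 stable cells | Incubation: 45 min room-temperature Fluo4 loading, 110 s read | Detection: Kinetic Fluo4 calcium fluorescence | Measure: Integrated baseline-normalised fluorescence ratio, converted to per-well B score | Benchmarks: Low control buffer alone, high control maximal DAMGO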
# An asterisk follows results filed as active; i = inactive; / = not tested or not shown. Only part of the results is shown (hit frequency here may not be typical).
SMILES,HIF activator,TRPC6 inhibitor,PolyA inh,AI-2 QS modul,TRPC6 act,MrgX1 antagonist,MrgX1 ag,MrgX1 allo act,TRPC4 block,TRPC4 PAM,TRPC4 act
COc1ccc(/C=C(/NC(=O)c2cccs2)C(=O)N2CCOCC2)cc1OC,0.0,i,i,16,i,i,i,i,i,i,i
Cc1nc2cc(C)c(C)cc2s1,0.1,i,i,15,i,i,i,i,i,i,i
Clc1cccc(-c2nc(NCc3cccnc3)c3ccccc3n2)c1,0.2,i,i,31,i,i,i,i,i,i,i
Cc1ccc(NC(=O)CN2CCOCC2)c(Br)c1,2.5,i,i,1,i,i,i,i,i,i,i
CCCCN1C(=O)CC(C(=O)O)C1c1ccc(OC)cc1 (configuration not stated),0.1,i,i,-5,i,i,i,i,i,i,i
Cc1noc(NS(=O)(=O)c2ccc(N/C=C/C(=O)c3ccc(F)cc3)cc2)c1C,0.6,i,i,27,i,i,i,i,i,i,i
Cc1cccc(Cn2c(Cc3ccccc3)nc3ccccc32)c1,-0.4,i,i,15,i,i,i,i,i,i,i
CCCCOc1ccc(C(=O)Nc2ccc3c(c2)OCO3)cc1,1.8,i,i,32,i,i,i,i,i,i,i
CSc1ncccc1C(=O)OCC(=O)NC(=O)NCCC(C)C,-0.1,i,i,-30,i,i,i,i,i,i,i
Cc1cc(C(=O)COC(=O)c2cccnc2Cl)c(C)n1CC1CCCO1 (configuration not stated),-3.2,i,i,20,i,i,i,i,i,i,i
CCn1cc(C(=O)NCC2CCCO2)c2cc(OC)c(OC)cc2c1=O (configuration not stated),-0.3,i,i,10,i,i,i,i,i,i,i
CCN(CC)C(=O)CSc1nc(Cc2ccccc2)nc2ccccc12,-0.3,i,i,6,i,i,i,i,i,i,i
CCOc1ccccc1NC(=O)CCNS(=O)(=O)c1ccccc1,-6.3,i,i,12,i,i,i,i,i,i,i
COc1ccc(Cl)cc1NC(=O)COC(=O)CCNC(C)=O,-0.6,i,i,-9,i,i,i,i,i,i,i
COc1ccccc1C(=O)N/N=C/c1ccc2c(c1)OCO2,2.9,i,/,55,i,i,i,i,i,i,i
O=C(CN1CCN(S(=O)(=O)c2ccccc2)CC1)Nc1ccc(N2CCOCC2)cc1,/,i,i,11,i,i,i,i,i,i,i
Oc1ccc2cccnc2c1,/,i,/,12,i,i,i,i,i,i,i
CCN(CC)c1ccc(C(=S)NC2CCCCC2)cc1,0.8,i,i,13,i,i,i,i,i,i,i
CC(C)c1ccc(OCC(=O)Nc2cccc(C(=O)Nc3ccccc3C(=O)O)c2)cc1,-1.2,i,i,23,i,i,i,i,i,i,i
N#Cc1nc(-c2ccccc2F)oc1N1CCCC1,0.0,i,i,3,i,i,i,i,i,i,i
COC(=O)[C@H](CC(C)C)NC(=O)Nc1ccccc1F,0.6,i,i,/,i,i,i,i,i,i,i
O=C(CSCc1ccccc1Cl)N1CCN(c2ccccn2)CC1,1.4,i,i,29,i,i,i,i,i,i,i
Cc1ccc(SCC(=O)NN2C(=O)c3ccccc3C2=O)cc1,0.0,i,i,16,i,i,i,i,i,i,i
CCOC(=O)Cn1c(=O)cc(C)c2cccc(C)c21,-0.1,i,i,12,i,i,i,i,i,i,i
CCn1cc(C(=O)NCCC2=CCCCC2)c(=O)c2cc(S(=O)(=O)N(C)C)ccc21,-0.1,i,i,23,i,i,i,i,i,i,i
CCOC(=O)C1CCCN(Cc2sccc2C)C1 (configuration not stated),-0.3,i,i,5,i,i,i,i,i,i,i
CCCCCc1ccc(-c2cn(Cc3ccc(C)cc3)nn2)cc1,-0.4,i,i,19,i,i,i,i,i,i,i
COc1ccc(CN2CCNC(=O)C2CC(=O)N(C)Cc2nonc2C)c(F)c1 (configuration not stated),0.3,i,i,16,i,i,i,i,i,i,i
Cc1cc(C)nc(N/N=C2/CCSc3ccc(F)cc32)n1,0.4,i,i,12,i,i,i,i,i,i,i
Cc1cccc(NC(=O)c2ccc(-n3cccn3)c([N+](=O)[O-])c2)c1,0.2,i,i,6,i,i,i,i,i,i,i
Cc1ccc(C2Cc3cc(O)c(O)cc3CN2)cc1 (configuration not stated),0.1,i,i,14,i,i,i,i,i,i,i
COc1ccccc1N1CCN(C(=O)c2cc(=O)c3cc(C)ccc3o2)CC1,2.9,i,i,8,i,i,i,i,i,i,i
COc1ccc(C2=NOC(C(=O)NCc3cccs3)C2)cc1OC (configuration not stated),0.3,i,i,0,i,i,i,i,i,i,i
COc1ccc(OC)c(NC(=O)COc2coc(CN3CCCc4ccccc43)cc2=O)c1,-0.6,i,i,15,i,i,i,i,i,i,i
CCc1ccc2nc3sc(C(=O)O)cc3cc2c1,2.6,i,i,41,i,i,i,i,i,i,i
CCOc1ccc(OCCn2c(SCC(=O)O)nc3ccccc32)cc1,0.5,i,i,9,i,i,i,i,i,i,i
Cc1cccc(C(=O)NCc2nnc(SCC(=O)NC3CCCC3)n2C)c1,0.2,i,i,14,i,i,i,i,i,i,i
O=C(NNc1ccnc2cc(Cl)ccc12)C1CCCCC1,-0.1,i,i,2,i,i,i,i,i,i,i
CN(C)/C=C1/OC(=O)C(C#N)=C1c1ccc(Cl)cc1,-1.1,i,i,13,i,i,i,i,i,i,i
COC(=O)c1ccc(COC(=O)c2ccc(CS(=O)(=O)c3ccc(C)cc3)cc2)cc1,0.6,i,i,7,i,i,i,i,i,i,i
Cc1ccc2c(C)c(C(=O)N(C)Cc3nccn3C)oc2c1C,-0.1,i,i,28,i,i,i,i,i,i,i
Cn1cc(Cl)c(C(=O)NC2CCCCCC2)n1,0.6,i,i,0,i,i,i,i,i,i,i
NC(=O)c1sc(-c2ccsc2)cc1NS(=O)(=O)c1ccc(C(F)(F)F)cc1,-1.3,i,i,9,i,i,i,i,i,i,i
O=C(COc1ccccc1)NCC(c1cccs1)N1CCOCC1 (configuration not stated),-0.3,i,i,10,i,i,i,i,i,i,i
Cc1cc(C)c(OCC(=O)Nc2cccc(O)c2)cc1C,1.6,i,i,10,i,i,i,i,i,i,i

# Reformatted as labelled records: entries from further up
> O=C(COc1ccccc1)NCC(c1cccs1)N1CCOCC1 (configuration not stated)
  HIF activator: -0.3; TRPC6 inhibitor: i; PolyA inh: i; AI-2 QS modul: 10; TRPC6 act: i; MrgX1 antagonist: i; MrgX1 ag: i; MrgX1 allo act: i; TRPC4 block: i; TRPC4 PAM: i; TRPC4 act: i

> Cc1ccc(C2Cc3cc(O)c(O)cc3CN2)cc1 (configuration not stated)
  HIF activator: 0.1; TRPC6 inhibitor: i; PolyA inh: i; AI-2 QS modul: 14; TRPC6 act: i; MrgX1 antagonist: i; MrgX1 ag: i; MrgX1 allo act: i; TRPC4 block: i; TRPC4 PAM: i; TRPC4 act: i

# Following part
SMILES,HIF activator,TRPC6 inhibitor,PolyA inh,AI-2 QS modul,TRPC6 act,MrgX1 antagonist,MrgX1 ag,MrgX1 allo act,TRPC4 block,TRPC4 PAM,TRPC4 act
Cc1ccccc1/C=N/n1c(C2CCCCC2)n[nH]c1=S,0.3,i,i,18,i,i,i,i,i,i,i
O=C(CN(Cc1cccs1)S(=O)(=O)c1ccc(S(=O)(=O)N2CCCCC2)cc1)Nc1ccccc1,-0.7,i,i,25,i,i,i,i,i,i,i
CCOC(=O)[C@@H]1[C@H]2COc3ccc(Br)cc3[C@H]2N2C(=O)N(c3ccc(F)cc3)C(=O)[C@@]12C,0.7,i,i,10,i,i,i,i,i,i,i
O=C(NC1CCCCC1)c1ccc2c(c1)OCO2,1.8,i,i,13,i,i,i,i,i,i,i
N/C(=N\OC(=O)C1CCCCC1)c1cccc([N+](=O)[O-])c1,0.0,i,/,18,i,i,i,i,i,i,i
Cc1ccc(SCC(=O)NCCSCc2ccccc2)cc1,-0.3,i,i,2,i,i,i,i,i,i,i
Cc1occc1C(=O)N/N=C/C(Br)=C/c1ccccc1,5.8,i,i,6,i,i,i,i,i,i,i
CC1=C(C(=O)NCCN2CCN(C)CC2)C2(CCC(C)CC2)OC1=O (configuration not stated),-0.6,i,i,1,i,i,i,i,i,22*,i
O=C(Nc1ccc(Br)cc1)c1cccc(OC(=S)N2CCOCC2)c1,0.3,i,i,-6,i,i,i,i,i,i,i
CCN(Cc1ccccc1)C(=O)CCS(=O)(=O)c1ccc2c(c1)CCN2C(C)=O,0.9,i,i,17,i,i,i,i,i,i,i
Cc1ccc(-c2noc(-c3cc(C(C)(C)C)nn3Cc3ccccc3)n2)cc1,0.2,i,i,12,i,-6.8*,i,i,i,i,i
O=C(c1cccs1)N1CCN(S(=O)(=O)N2CCOCC2)CC1,-0.4,i,i,3,i,i,i,i,i,i,i
CC1Cc2ccccc2C(CCc2ccccc2)=N1 (configuration not stated),-0.1,i,i,16,i,i,i,i,i,i,i
C/C(=N\NC(=O)c1cc(C2CC2)nc2ccccc12)c1ccc(C)s1,0.4,i,i,22,i,i,i,i,i,i,i
Cc1ccc(N(c2ncnc(N)c2[N+](=O)[O-])C2CCCCC2)cc1,-0.1,i,i,5,i,i,i,i,i,i,i
C=CCNC(=O)/C(C#N)=C/c1ccc(C)o1,1.2,i,i,-3,i,i,i,i,i,i,i
O=C(CNCc1ccccn1)Nc1cc(S(=O)(=O)N2CCCCC2)ccc1Cl,0.0,i,i,14,i,i,i,i,i,i,i
CCCC(=O)Nc1ccc(NC(=O)c2cccs2)cn1,1.2,i,i,/,i,i,i,i,i,i,i
O=C(O)CN1C(=O)/C(=C\C(Br)=C\c2ccccc2)SC1=S,-2.7,i,i,39,i,i,i,i,i,i,i
COc1cccc(OC(C)c2ccnc3nc(/N=C/N(C)C)nn23)c1 (configuration not stated),-1.4,i,i,25,i,i,i,i,i,i,i
Cc1ccc(Nc2cc(-n3cccn3)ncn2)c(C)c1,/,i,i,12,i,i,i,14*,i,i,i
COc1ccc(CC(=O)NCc2n[nH]c(=S)n2C)cc1,0.5,i,i,8,i,i,i,i,i,i,i
Cc1cccc(C)c1NC(=O)C1CCCN1S(=O)(=O)c1ccccc1 (configuration not stated),-0.8,i,i,/,i,i,i,i,i,i,i
COc1ccccc1NC(=O)CCC(=O)O,-0.2,i,i,5,i,i,i,i,i,i,i
